# GSTO1 inh: blocks human GSTO1 in RBBP9 counter-screen. recombinant GSTO1, activity-based probe fluorescence polarization. P78417. 1.1% of 300,000 active. inhibition, % at 5.96 µM;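 active = inhibition above the campaign mean inhibition plus 3 SD, cut at about 35% in these data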;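 note: 0% = GSTO1-1 with DMSO and 100% = wells lacking GSTO1-1 enzyme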
# PAFAH1B3 inh: inhibitors of human PAFAH1B3; inhibition, % at 3.39 µM; 0.28% of 340,000 active; Q15102; recombinant PAFAH1B3, FP-rhodamine probe, fluorescence polarization;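 active = inhibition above the screen-wide average of all tested compounds plus 3 SD, cut at about 25% in these data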;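 note: 0% = enzyme with DMSO only and 100% = wells lacking PAFAH1B3 protein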
# Target sequence (Q15102 whole entry, looked up): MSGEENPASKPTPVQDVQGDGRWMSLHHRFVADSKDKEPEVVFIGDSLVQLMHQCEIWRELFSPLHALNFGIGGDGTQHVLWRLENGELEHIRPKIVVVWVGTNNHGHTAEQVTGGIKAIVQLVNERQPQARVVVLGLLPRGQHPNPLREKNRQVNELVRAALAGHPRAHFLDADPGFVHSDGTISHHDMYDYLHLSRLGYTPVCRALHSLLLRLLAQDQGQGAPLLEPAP
# Fam108B inh: Fam108B inhibition, counter-screen for RBBP9 inhibitors; 0.33% of 300,000 active; recombinant Fam108B, FP-Rh probe fluorescence polarization; inhibition, % at 9.51 µM;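 active = inhibition above the screen mean inhibition plus 3 SD, computed separately per campaign, cut at about 18% in these data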;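 note: inhibitors lower polarization as less probe binds the enzyme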
# LYPLA1 counter: LYPLA1 (human) inhibition in PME1 counter-screen; O75608; recombinant LYPLA1, FP-Rh probe fluorescence polarization; inhibition, % at 5.9 µM; 0.16% of 320,000 active; AID 2174;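 active = inhibition above the mean of all tested compounds plus 3 SD, set per campaign, cut at about 14% in these data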;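 note: inhibitors block serine hydrolase probe labeling of LYPLA1 so polarization falls; 0% = enzyme with DMSO and 100% = wells lacking LYPLA1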
# Target sequence (O75608 whole entry, looked up): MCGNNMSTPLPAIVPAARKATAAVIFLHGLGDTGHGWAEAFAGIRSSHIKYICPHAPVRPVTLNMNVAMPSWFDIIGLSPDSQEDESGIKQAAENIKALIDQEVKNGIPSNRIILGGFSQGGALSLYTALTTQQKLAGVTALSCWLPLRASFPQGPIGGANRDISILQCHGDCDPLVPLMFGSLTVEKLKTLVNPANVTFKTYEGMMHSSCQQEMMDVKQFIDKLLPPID
# PME-1 inh: blocks human protein phosphatase methylesterase 1; recombinant PME-1, FP-Rh probe fluorescence polarization; AID 2130; Q9Y570; 0.53% of 320,000 active; inhibition, % at 5.9 µM;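 active = inhibition above the campaign mean of all compounds plus 3 SD, cut at about 26% in these data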;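 note: competitive labeling of PME-1 active site by serine hydrolase directed probe; 0% = PME-1 with DMSO and 100% = wells lacking PME-1 enzyme; inhibitors block probe labeling so polarization falls and inhibition rises; many of its hits are not listed in these tables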
# Target sequence (Q9Y570 whole entry, looked up): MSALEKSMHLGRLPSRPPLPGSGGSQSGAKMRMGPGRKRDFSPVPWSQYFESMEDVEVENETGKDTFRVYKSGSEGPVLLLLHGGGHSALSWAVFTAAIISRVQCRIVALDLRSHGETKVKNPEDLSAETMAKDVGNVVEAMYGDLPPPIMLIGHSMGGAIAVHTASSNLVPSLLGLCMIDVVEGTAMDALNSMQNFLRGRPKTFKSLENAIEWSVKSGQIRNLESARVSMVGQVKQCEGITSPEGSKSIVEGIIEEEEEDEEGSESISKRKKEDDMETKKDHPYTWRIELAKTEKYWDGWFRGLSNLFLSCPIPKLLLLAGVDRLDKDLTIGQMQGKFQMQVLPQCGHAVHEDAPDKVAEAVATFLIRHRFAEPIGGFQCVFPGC
# pPAFAH FP inh: pPAFAH (human) enzyme inhibition; inhibition, % at 3.39 µM; recombinant pPAFAH, FP-rhodamine probe fluorescence polarization; AID 463082; Q13093; 1.5% of 330,000 active;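 active = inhibition above the mean inhibition across the screen plus 3 SD, cut at about 25% in these data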;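 note: inhibitors block binding of the rhodamine activity-based probe so polarization drops; 0% = enzyme with DMSO and 100% = wells lacking pPAFAH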
# PAD4 FP inh: PAD4 (human) enzyme inhibition. inhibition, % at 6.36 µM. recombinant PAD4, RCA probe fluorescence polarization. AID 485272. Q9UM07. 0.41% of 330,000 active;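 active = percent inhibition above a cutoff equal to the mean of all tested compounds plus 3 SD, cut at about 15% in these data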;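 note: 0% = PAD4 with RCA probe and DMSO and 100% = probe without PAD4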
# PAFAH2 FP inh: inhibitors of human PAFAH2. inhibition, % at 3.39 µM. recombinant PAFAH2, FP-rhodamine activity probe, fluorescence polarization. 0.99% of 340,000 active. AID 492956;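 active = inhibition above the mean over all tested compounds plus 3 SD, cut at about 30% in these data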;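 note: inhibitors block probe labeling of enzyme so polarization drops; 0% = enzyme with DMSO and 100% = wells lacking PAFAH2 protein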
# PAFAH1B2 inh: PAFAH1B2 (human) inhibition; recombinant PAFAH1B2, FP-rhodamine activity probe, fluorescence polarization; AID 492953; inhibition, % at 3.39 µM; P68402; 1.2% of 340,000 active;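 active = inhibition above the mean of all tested compounds plus 3 SD, cut at about 24% in these data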;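 note: 0% = enzyme with DMSO and 100% = wells lacking PAFAH1B2; many of its hits are not listed in these tables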
# Target sequence (P68402 whole entry, looked up): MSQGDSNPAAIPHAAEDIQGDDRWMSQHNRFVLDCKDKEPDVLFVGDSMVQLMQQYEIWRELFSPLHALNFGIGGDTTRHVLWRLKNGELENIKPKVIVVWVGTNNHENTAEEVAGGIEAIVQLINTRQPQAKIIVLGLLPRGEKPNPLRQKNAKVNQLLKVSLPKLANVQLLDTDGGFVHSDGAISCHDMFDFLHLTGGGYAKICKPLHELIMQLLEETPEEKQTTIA
# Active calls of the source: *; . = no result given.
# Every second line gives: GSTO1 inh, PAFAH1B3 inh, Fam108B inh, LYPLA1 counter, PME-1 inh, pPAFAH FP inh, PAD4 FP inh, PAFAH2 FP inh, PAFAH1B2 inh
- O=C(CSc1n[nH]c(=O)n1C1CC1)NCc1ccccc1
  2, 12, 3, -1, -4, 5, -4, -2, -2
- O=C(COc1cccc(OC(F)F)c1)Nc1ccc(SC(F)F)cc1
  -4, 4, -9, -7, -22, -1, 1, -9, 1
- Nc1nnc(SCC(=O)c2ccccc2)s1
  0, 0, -5, -3, -4, -1, 2, 0, 2
- CCc1ccc(CNC(=O)CCc2nnc(Cc3cccc(C(F)(F)F)c3)o2)nc1
  6, -5, -5, -4, -2, -2, 5, 6, 8
- C(=C\c1ccco1)/C=N/n1cnnc1
  8, 4, 0, 2, 0, 2, 2, 3, 0
- CCCOC(=O)c1ccc2c(c1)C(=O)N(c1ccccc1)C2=O
  -2, -5, -5, -2, 1, 1, 3, -1, 1
- O=C(c1ccc2c3c(cccc13)CC2)C1CCCN(Cc2cccnc2)C1 (centres undefined)
  7, 4, 1, -1, 1, -4, -1, -3, 1
- CC(Sc1nncn1C)C(=O)Nc1cc(C(F)(F)F)ccc1N1CCOCC1 (centres undefined)
  2, -1, 9, 0, -2, -4, -1, 0, -2
- COc1cc(/C=N/NC(=S)NCCN2CCOCC2)cc(OC)c1OC
  7, -2, 2, -6, -4, 3, 4, -4, -3
- O=C(NC1CCCC1)c1ncn[nH]1
  6, 0, 4, -4, 7, 2, -1, -7, 2
- Cc1ccc2oc(-c3cccc(N)c3)nc2c1
  -2, 1, -1, -1, -2, -3, 1, 3, 0
- O=C(C1CCCCN1S(=O)(=O)c1ccccc1[N+](=O)[O-])N1CCOCC1 (centres undefined)
  10, 2, 3, 4, 3, 2, 1, 4, -1
- Cc1ccc(CNc2nc(-c3cccnc3)nc3ccccc23)cc1
  -5, -5, -7, -16, -3, -13, 0, -3, 2
- CCc1c(C)nc(SCC(=O)c2ccc(C)c(C)c2)[nH]c1=O
  0, 1, 5, 6, 6, 3, -4, 3, -1
- CC(=O)c1ccc(Cc2cnc(N)s2)cc1
  6, 0, 0, 0, 2, 4, -2, -2, -2
- O=C(NCc1cccc(CNC(=O)c2ccco2)c1)c1ccco1
  2, 3, 1, 0, 0, 0, 1, 2, -3
- COc1ccc(S(=O)(=O)N2CCC(NC(=O)N3CCOCC3)CC2)cc1
  2, 2, 4, -2, 3, 5, -5, -2, 5
- CCc1cc(C(=O)N/N=C/c2ccc(O)cc2)c2ccccc2n1
  7, 2, -3, 3, -4, 0, 3, -8, 0
- CC(C(=O)Nc1ccc(N2CCOCC2)cc1)N1C(=O)c2ccccc2C1=O (centres undefined)
  20, 9, 1, 1, -8, -3, 0, -1, 2
- O=C1CCCN1CCCNc1ccc(S(=O)(=O)N2CCCCC2)cn1
  2, 6, 1, 1, 4, -1, 0, -2, 3
- CN(Cc1ccc(F)cc1Cl)S(=O)(=O)c1cccs1
  0, -3, 8, 4, 9, 1, 3, 5, 8
- Cc1ccc(OCc2cc(C(=O)NC(C)Cc3cccnc3)no2)cc1C (centres undefined)
  6, 5, -2, -1, 3, 5, 0, 4, 12
- COc1ccc(CC(=O)Nc2cc(Cl)ccc2N2CCCC2)cc1
  7, 5, 0, -2, 2, 1, 0, 4, 6
- COc1ccc(-c2cn(-c3ccccc3)nc2C(=O)O)cc1OC
  -4, 8, 1, 5, -4, 3, -3, -4, 6
- COc1ccc(/C=C(/NC(=O)c2cccc([N+](=O)[O-])c2)C(=O)O)cc1
  -1, 5, -3, -4, -7, 1, -5, -2, 3
- N#Cc1sc2nc(-c3ccccc3)cc(-c3ccco3)c2c1N
  66*, 34*, 11, -6, 16, 43*, 46*, 23, 5
- CCOc1ccc(C2C3=C(CCCC3=O)Nc3nc(C(F)(F)F)nn32)cc1OC (centres undefined)
  3, 2, -3, 0, -4, 6, -1, 0, -1
- CCCN1CCN(C(=O)C2CCN(S(=O)(=O)c3ccc4c(c3)NC(=O)C(C)S4)CC2)CC1 (centres undefined)
  -6, -4, -2, 0, 1, 6, -11, 1, 1
- Cc1n(C)c2cc(Cl)ccc2[n+]1Cc1ccccc1
  6, -2, 3, 1, -4, 2, 3, -2, 2
- COc1ccc(C2CC(C(F)(F)F)n3ncc(C(=O)NCc4cccnc4)c3N2)cc1OC (centres undefined)
  -2, -7, -3, 1, 14, 5, -2, -2, 4

# One compound at a time, from the list above. Order of values: GSTO1 inh	PAFAH1B3 inh	Fam108B inh	LYPLA1 counter	PME-1 inh	pPAFAH FP inh	PAD4 FP inh	PAFAH2 FP inh	PAFAH1B2 inh
# N#Cc1sc2nc(-c3ccccc3)cc(-c3ccco3)c2c1N in the list: 66*	34*	11	-6	16	43*	46*	23	5
# CN(Cc1ccc(F)cc1Cl)S(=O)(=O)c1cccs1 in the list: 0	-3	8	4	9	1	3	5	8
# COc1ccc(S(=O)(=O)N2CCC(NC(=O)N3CCOCC3)CC2)cc1 in the list: 2	2	4	-2	3	5	-5	-2	5
# COc1ccc(C2CC(C(F)(F)F)n3ncc(C(=O)NCc4cccnc4)c3N2)cc1OC (centres undefined) in the list: -2	-7	-3	1	14	5	-2	-2	4

# (listing goes on)
# Every second line gives: GSTO1 inh, PAFAH1B3 inh, Fam108B inh, LYPLA1 counter, PME-1 inh, pPAFAH FP inh, PAD4 FP inh, PAFAH2 FP inh, PAFAH1B2 inh
- CC(O)c1nc2ccccc2n1CC(=O)Nc1ccc2c(c1)OCCO2 (centres undefined)
  7, 8, -1, 1, -2, 1, 2, 8, 0
- CN(CC(=O)N1CCN(c2ccccn2)CC1)S(=O)(=O)c1cccc2nsnc12
  -1, -3, 4, 1, 6, 1, 0, 3, -5
- CCOC(=O)N1CCC(Nc2c(N3CCN(c4cc(Cl)ccc4C)CC3)c(=O)c2=O)CC1
  9, -4, 5, 0, 4, 7, -1, -1, 2
- COc1ccc(C(=O)Nc2c(O)ccc3ccccc23)cc1
  29, -2, 1, 0, 0, 11, 13, 10, 3
- O=C(O)CCCn1c(=O)[nH]c2ccccc2c1=O
  2, 4, -6, -2, -1, 3, 2, -8, 1
- COc1ccc(CCn2c(O)cc3nn(-c4nc5ccccc5s4)c(=O)c-3c2C)cc1
  27, 15, 8, -8, 0, 56*, 2, 21, 7
- FC(F)(F)c1ccc(CN2C[C@@H]3C(c4ccc(Cl)nc4)C4(c5cccnc5)CC3(C4)[C@H]2c2ccccc2)cc1 (some centres undefined)
  -3, ., 1, -2, -6, 2, -3, ., .
- COc1cc(/C=N/NC(=O)c2ccncc2)ccc1OCC(=O)Nc1cccc([N+](=O)[O-])c1
  -2, 9, -1, -1, 1, 3, -6, 5, 11
- CC(=O)Nc1cccc(NC(=O)Nc2cccc3ccccc23)c1
  1, 8, 1, -3, 4, -4, -2, -2, 1
- CCc1cccc(C)c1NC(=O)c1ccccc1
  3, -1, 3, 3, 4, 0, -7, 2, 4
- Nc1nnc(SCCCC(=O)c2ccccc2)s1
  -6, 1, -5, -3, 1, -3, -3, 5, 1
- COC(=O)C1CC(=O)N(c2ccc(C)cc2)C1 (centres undefined)
  -3, 4, 3, 1, 7, 6, -4, -4, 2
- Cc1cccc(OCC(=O)Nc2ccccc2N2CCN(C(=O)C(C)C)CC2)c1C
  -3, 3, 2, 1, -5, 1, -6, 6, 4
- CCCCc1nc2sc3c(SCCN(C)C)ncnc3c2c2c1CCC2
  6, 1, 0, 0, 1, -1, -5, -9, 0
- COc1ccccc1-n1c(SCC(=O)NC(C)(C)C)nc(O)cc1=O
  3, 7, -6, 1, 0, 3, -1, 1, -2
- CS(=O)(=O)c1ccc(Cl)c(NC(=O)COC(=O)COc2ccc3c(c2)CCC3)c1
  24, 1, 0, 0, -1, 14, 2, 0, 1
- O=C(CSC1CN(C(c2ccccc2)c2ccccc2)C1)N/N=C/c1ccccc1
  19, 3, 0, -3, -9, 1, 1, -4, 1
- Cc1ccc(-c2nnc(NC(=O)c3c(F)cccc3Cl)s2)cc1
  -26, 3, -2, 0, 1, -4, 1, 6, 4
- CN(Cc1ccc(OC(F)F)cc1)C(=O)C1CCN(S(=O)(=O)c2ccc3c(c2)OCCO3)CC1
  ., 4, ., 2, 2, 10, -2, 5, 5
- Cc1nnc2nc(-c3ccccc3)nc(-c3ccccc3)n12
  -4, 6, 0, -4, 4, -1, -2, 0, 10
- O=C(NC1CCCC1)C(c1ccc(F)cc1)N(Cc1ccc(Cl)cc1)C(=O)CCl (centres undefined)
  18, 13, 7, 1, -3, -5, -2, -2, 13
- O=C(COC(=O)c1ccc2c(c1)OCO2)Nc1ccccc1OC(F)F
  ., 5, ., ., ., 12, 1, 47*, 3
- CCOc1ccccc1NC(=O)CSc1ccc([N+](=O)[O-])cc1
  3, 3, 2, -3, 0, 10, -1, -1, 3
- NC(=O)c1ccc([N+](=O)[O-])cc1SCc1ccccc1
  6, 7, 7, 3, 6, 23, 0, 12, 2
- CCN(Cc1ccccc1)S(=O)(=O)c1ccc(F)cc1
  6, 1, 3, 1, 0, 3, -2, -8, 4
- CCOC(=O)/C=C/c1ccccc1S(=O)(=O)NC(C)(C)C
  -4, -1, -1, -1, -3, -3, -5, -11, -3
- COC(=O)Cn1cc(C(=O)OC)c2ccccc21
  -6, -1, 1, 0, 0, 6, 3, -2, -2
- COc1ccc(Cc2nnc(NC(=O)C3CC(=O)N(c4ccccc4)C3)s2)cc1OC (centres undefined)
  8, -1, 1, 2, -3, 1, 0, 7, -13
- Cc1ccc(NC(=O)c2cc(CC(C)C)nc3ccccc23)cc1
  42*, 10, -2, 3, -3, 4, -3, 6, 2
- NC(=O)c1ccc(NC(=O)COC(=O)CCC2CCCCC2)cc1
  ., 0, ., ., ., 3, -5, -2, 8

# Random excerpt: five compounds from above, in no set order.
# Every second line gives: GSTO1 inh, PAFAH1B3 inh, Fam108B inh, LYPLA1 counter, PME-1 inh, pPAFAH FP inh, PAD4 FP inh, PAFAH2 FP inh, PAFAH1B2 inh
- O=C(c1ccc2c3c(cccc13)CC2)C1CCCN(Cc2cccnc2)C1 (centres undefined)
  7, 4, 1, -1, 1, -4, -1, -3, 1
- O=C(COc1cccc(OC(F)F)c1)Nc1ccc(SC(F)F)cc1
  -4, 4, -9, -7, -22, -1, 1, -9, 1
- FC(F)(F)c1ccc(CN2C[C@@H]3C(c4ccc(Cl)nc4)C4(c5cccnc5)CC3(C4)[C@H]2c2ccccc2)cc1 (some centres undefined)
  -3, ., 1, -2, -6, 2, -3, ., .
- Cc1nnc2nc(-c3ccccc3)nc(-c3ccccc3)n12
  -4, 6, 0, -4, 4, -1, -2, 0, 10
- CC(C(=O)Nc1ccc(N2CCOCC2)cc1)N1C(=O)c2ccccc2C1=O (centres undefined)
  20, 9, 1, 1, -8, -3, 0, -1, 2

# New compounds follow.
# Every second line gives: GSTO1 inh, PAFAH1B3 inh, Fam108B inh, LYPLA1 counter, PME-1 inh, pPAFAH FP inh, PAD4 FP inh, PAFAH2 FP inh, PAFAH1B2 inh
- Cc1ccc(NC(=O)c2ccc3c(c2)[nH]c(=O)n3C(C)C)cc1
  4, 3, -4, -3, -7, -2, 0, 5, 2
- Cc1cc(OC(C)C(=O)NC2CC(C)(C)NC(C)(C)C2)c2c(C)cc(=O)oc2c1 (centres undefined)
  5, 2, -6, -5, -2, 2, 6, 9, 2
- COc1cccc(NC(=O)c2ccn(C)n2)c1
  -10, 1, -6, 2, -2, -4, -6, 14, 5
- O=C(NCCc1nc2ccccc2[nH]1)/C(=C/c1ccco1)NC(=O)c1ccc(Br)o1
  -4, 11, 2, 0, -2, 5, -2, -6, 7

# Assay outcomes: PubChem, The Scripps Research Institute Molecular Screening Center

# Only part of the results is shown; rates above refer to the full screens.
